Screens: PubChem, several laboratories
SMARCA2 act: SMARCA2 (BRM) function activators, primary screen, cell-based, luminescence, high throughput; MG213 cells, MMTV-luciferase reporter, dexamethasone, overnight; activation, % at 9.1 µM; actives 1% (n = 370,000); AID 652017, 2013; in the data active = activation above about 7.8%;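 note: 0% = vehicle wells and 100% = reference activator wells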
PLC-beta3 inh: human PLC-beta3 inhibitors, primary screen, biochemical, fluorescence; inhibition, % at 12.2 µM; AID 720704, 2013; 1-phosphatidylinositol 4,5-bisphosphate phosphodiesterase beta-3 (Homo sapiens), Q01970; Purified PLC-beta3, fluorogenic substrate; actives 0.18% (n = 370,000); in the data active = inhibition above about 11%;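 note: 0% = median of compound wells on plate and 100% = full blocker control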
PLCg1 inh: PLC-gamma1 enzyme inhibitors, primary screen, biochemical, fluorescence, purified enzyme. fluorogenic substrate. inhibition, % at 12.2 µM. actives 0.84% (n = 370,000). AID 720700, 2013; in the data active = inhibition above about 9.5%
DAX1 inh-1: DAX1 (NR0B1) inhibitors, primary screen, cell-based, HEK293, Gal4-DAX1, luciferase luminescence. HEK293 Gal4-DAX1 luciferase reporter. inhibition, % at 6.75 µM. actives 0.99% (n = 340,000). AID 504766, 2011;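 active = inhibition above the mean over all tested compounds plus 3 SD, cut at about 4.2% in these data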;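 note: 0% = DAX1-transfected cells with DMSO and 100% = empty-vector control cells with DMSO; inhibition shows as a rise in luminescence from relieved DAX1 repression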
Target sequence (P51843 207-470 limits assumed): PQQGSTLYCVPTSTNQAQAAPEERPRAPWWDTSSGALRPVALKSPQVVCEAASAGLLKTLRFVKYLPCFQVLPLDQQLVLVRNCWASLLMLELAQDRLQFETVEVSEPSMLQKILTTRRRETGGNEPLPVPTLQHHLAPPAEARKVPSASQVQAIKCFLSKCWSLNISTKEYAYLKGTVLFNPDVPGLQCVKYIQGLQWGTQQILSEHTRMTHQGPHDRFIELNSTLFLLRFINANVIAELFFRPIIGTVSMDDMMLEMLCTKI
DAX1 inh-2: DAX1 (NR0B1) inhibitors on StAR promoter, primary screen, cell-based, luminescence, SF-1 (NR5A1), full-length DAX-1; AID 652010, 2013; actives 1.1% (n = 370,000); HEK293T StAR-luciferase reporter, SF-1/DAX-1 repression relief; inhibition, % at 6.8 µM;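 active = inhibition above the mean over all tested compounds plus 3 SD, cut at about 3.6% in these data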;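 note: 0% = DAX-1 cells with DMSO and 100% = cells lacking DAX-1 with DMSO; higher inhibition means more luminescence from relief of DAX-1 repression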
hcDAF12 agonist: H. contortus DAF-12 nuclear receptor activators, primary screen, cell-based, luminescence, HEK293, lit1-tk-luc reporter; HEK293 hcDAF-12 lit1-tk-luc reporter; 0% DMSO, 100% Δ7-dafachronic acid; activation, % at 6.8 µM; actives 1.4% (n = 370,000);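 active = activation above the mean of all tested compounds plus 3 SD, cut at about 5.5% in these data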;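 note: 100% = response to 3 µM Δ7-dafachronic acid high control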
MBD2 inh: inhibitors of MBD2 binding to methylated DNA, primary screen, biochemical, TR-FRET, DNA-binding domain, human | Methyl-CpG-binding domain protein 2 (Homo sapiens), Q9UBB5 | MBD2 binding to methylated oligonucleotide | inhibition, % at 4.4 µM | actives 0.31% (n = 370,000) | AID 686964, 2013; in the data active = inhibition above about 13%
ssDAF-12 act: S. stercoralis DAF-12 nuclear receptor activators, primary screen, cell-based, luminescence, HEK293, GRIP1 co-expression, lit1-tk-luc | HEK293 ssDAF-12/GRIP1 lit1-tk-luc reporter; % of 3 µM dafachronic acid response | actives 1% (n = 370,000) | Nuclear hormone receptor DAF-12 (Strongyloides stercoralis) | activation, % at 6.8 µM;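 active = activation above the mean over all tested compounds plus 3 SD, cut at about 0.9% in these data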;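 note: 0% = DMSO-only wells and 100% = 3 µM delta7-dafachronic acid wells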
hgDAF-12 ag: H. glycines DAF-12 receptor agonists, primary screen, cell-based, luminescence, HEK293, GAL4 fusion, UAS-luciferase | Nuclear hormone receptor DAF-12 (Heterodera glycines), GAL4 fusion | HEK293 GAL4-hgDAF12 UAS-luciferase reporter, agonist luminescence; normalized to butyrate control | activation, % at 6.8 µM | actives 1.8% (n = 370,000);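 active = activation above a cutoff set at the mean of all screened compounds plus 3 SD, cut at about 10% in these data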;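 note: 0% = DMSO wells and 100% = sodium butyrate wells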
NR1D1 modulator: modulators of Rev-erb alpha DNA binding, primary screen, biochemical, FITC-DNA, fluorescence polarization, uHTS. Nuclear receptor subfamily 1 group D member 1 (Homo sapiens), P20393. Rev-erbα–FITC-DNA binding, 90 min. activity, % at 10 µM. actives 0.79% (n = 370,000);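 active = activity above about 14%, limit read from the data; passing the limit was not always enough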;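 note: 0% = DMSO wells with 35 nM protein and 100% = DMSO wells with 750 nM protein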
ADAM17 inh: ADAM17 inhibitors, primary screen, biochemical, QFRET; Disintegrin and metalloproteinase domain-containing protein 17 (Homo sapiens), P78536; recombinant ADAM17, EDANS/DABCYL FRET peptide cleavage; inhibition, % at 6.95 µM; actives 0.83% (n = 370,000);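 active = inhibition above the mean of compounds lying between control limits plus 3 SD, set per campaign, cut at about 8.5% in these data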;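 note: 0% = DMSO-only wells as the low control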
Target sequence (P78536 215-824 limits assumed): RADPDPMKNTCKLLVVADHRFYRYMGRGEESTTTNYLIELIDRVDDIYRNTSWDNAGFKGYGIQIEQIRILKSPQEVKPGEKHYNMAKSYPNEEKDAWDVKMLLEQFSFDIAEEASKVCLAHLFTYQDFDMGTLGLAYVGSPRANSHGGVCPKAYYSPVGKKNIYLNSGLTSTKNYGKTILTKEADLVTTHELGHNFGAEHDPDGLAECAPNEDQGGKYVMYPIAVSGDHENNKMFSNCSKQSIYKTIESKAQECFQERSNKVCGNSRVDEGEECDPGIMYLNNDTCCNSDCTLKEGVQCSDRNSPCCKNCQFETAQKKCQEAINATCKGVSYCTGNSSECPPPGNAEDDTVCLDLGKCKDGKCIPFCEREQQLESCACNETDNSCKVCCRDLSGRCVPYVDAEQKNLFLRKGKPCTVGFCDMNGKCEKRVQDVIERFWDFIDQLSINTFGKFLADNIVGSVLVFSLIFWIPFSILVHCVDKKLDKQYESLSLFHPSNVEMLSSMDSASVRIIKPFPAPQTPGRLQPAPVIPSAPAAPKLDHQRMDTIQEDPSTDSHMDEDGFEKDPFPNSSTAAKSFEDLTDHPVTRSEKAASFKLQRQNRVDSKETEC
* marks the source's active call; other numbers are inactive results; i = inactive; / = not tested or not shown. The order is random; 7.4% or so of the library scored in one or more.

SMILES	SMARCA2 act	PLC-beta3 inh	PLCg1 inh	DAX1 inh-1	DAX1 inh-2	hcDAF12 agonist	MBD2 inh	ssDAF-12 act	hgDAF-12 ag	NR1D1 modulator	ADAM17 inh
O=C(CN1C(=O)S/C(=C\c2cccc(Cl)c2)C1=O)NCCCn1ccnc1	-1	-9	-4	1.2	0.5	-1.4	-10	-0.8	7.1	-8	1
COc1cccc(C(=O)N2CCC(n3nccc3NC(=O)CCOc3ccccc3)CC2)c1	-2	-10	-2	0.5	0.8	-1.1	0	-1.0	3.5	0	-2
O=C(CCOc1ccccc1)N1CCCC(Nc2ccccc2)C1 (stereo not drawn)	-2	4	-1	2.0	0.9	-3.3	0	-1.5	1.2	-2	1
O=C(CCC(=O)Nc1ccc(F)cc1)N/N=C/c1ccc(F)cc1	-2	-4	9	-0.5	0.3	-1.1	8	-1.2	0.2	4	-4
O=C(CC1C(=O)NCCN1C/C=C/c1ccccc1)NCCc1cnccn1 (stereo not drawn)	-2	-11	-4	1.6	1.9	0.2	1	-0.8	-0.5	-4	-2
O=C(CC1C=Cc2ccccc2N1C(=O)c1ccccc1)c1ccccc1 (stereo not drawn)	0	-6	2	0.1	-0.6	0.3	-8	-0.5	-1.6	-4	2
COc1ccc(NC(=O)CSc2nncs2)cc1OC	0	1	1	0.7	0.7	-0.6	-5	-0.5	0.6	3	-3
COc1cccc(/C=C2/CN(C)CC3=C2OC(N)=C(C#N)C3c2cccc(OC)c2)c1 (stereo not drawn)	1	-46	-41	0.3	-1.0	-0.6	6	-1.3	0.4	6	-3
COc1ccc(OCC(O)Cn2c(=N)n(CCN3CCCCC3)c3ccccc32)cc1 (stereo not drawn)	3	5	6	-0.3	0.1	-0.4	2	-0.5	-1.6	-1	-1
Cc1ccc(S(=O)(=O)N2CCCC2C(=O)O)cc1 (stereo not drawn)	0	0	-1	1.6	0.2	-1.8	2	-0.5	-1.1	2	-4
O=c1c(-c2ccccc2)coc2c(CN3CCCC3)c(O)ccc12	0	i	i	-0.2	-0.5	-1.3	4	-1.1	-4.5	5	i
CCOC(=O)c1cnc2ccc(OCC)cc2c1NCc1cccnc1	-1	-15	-12	0.1	0.0	-2.0	2	-1.5	-1.7	0	-15
C=C1C(=O)[C@]23C[C@H]1CC[C@H]2[C@]1(C)[C@@H](OC(C)=O)CC[C@@](C)(C(=O)O)[C@H]1C[C@@H]3O	34*	1	-3	/	2.2	0.8	4	-1.0	-0.5	-9	-5
O=C(c1ccc2ccccc2n1)N1CCN(Cc2c(F)cccc2Cl)CC1	-3	-3	0	-0.6	-0.2	0.5	-4	-1.4	-1.3	-10	0
Cc1cccc(NC(=O)c2cccc(C(=O)Nc3cccc(C)c3)n2)c1	-3	-3	1	1.3	-0.2	1.0	1	-1.1	-1.6	-4	-2
CCCOC(=O)c1c(NC(=O)CSc2nc(-c3ccco3)cc(C(F)(F)F)n2)sc(C(=O)OC)c1C	2	-2	4	0.4	-0.6	-2.1	-1	-0.6	-1.4	-3	-9
COc1ccc(-c2cc(=O)c3ccccc3[nH]2)cc1	1	-16	-7	2.5	0.8	-0.1	2	-0.9	1.4	-3	-19
O=C(Cc1ccc(F)cc1)Nc1ccc(F)c([N+](=O)[O-])c1	-2	4	9.8*	-0.3	-0.5	-0.6	-2	-0.9	0.6	-2	5
CCN(CC)S(=O)(=O)c1ccc(C(=O)NCc2ccc3c(c2)OCO3)cc1	-2	-1	-1	0.3	0.0	-1.9	3	-2.0	-2.3	-10	-2
CC1CCCCN1CCNC(=O)C1CC(=O)N(c2ccc(F)c(Cl)c2)C1 (stereo not drawn)	0	1	2	-0.4	0.8	-0.8	-3	-0.8	-1.1	1	0
Cc1ccc(-c2csc(=S)[nH]2)cc1	6	1	-1	3.6	1.6	1.6	1	-0.2	8.4	-3	-2
CN(C(=O)c1ccc(N2CCCCC2)c([N+](=O)[O-])c1)C1CCS(=O)(=O)C1 (stereo not drawn)	-5	1	3	0.7	-1.7	-0.7	-3	-1.3	-0.1	4	-3
COc1cc2c(cc1NC(=O)CSCC(=O)O)oc1ccccc12	-4	3	-1	0.7	-0.1	1.5	-2	-0.5	0.8	-5	-1
CC(C)(C)NC(=O)Cc1ccc(Cl)c(Cl)c1	-2	-1	-1	-0.8	0.6	-1.4	5	-0.8	-2.2	2	-1
Cc1cccc(CN2CCC(C(N)=O)CC2)c1	4	4	3	-0.5	-0.3	-1.0	0	-1.2	0.9	2	0

SMARCA2 act, what is marked active above
compound	SMARCA2 act	PLC-beta3 inh	PLCg1 inh	DAX1 inh-1	DAX1 inh-2	hcDAF12 agonist	MBD2 inh	ssDAF-12 act	NR1D1 modulator	ADAM17 inh
C=C1C(=O)[C@]23C[C@H]1CC[C@H]2[C@]1(C)[C@@H](OC(C)=O)CC[C@@](C)(C(=O)O)[C@H]1C[C@@H]3O	34*	1	-3	/	2.2	0.8	4	-1.0	-9	-5

(continued)
SMILES	SMARCA2 act	PLC-beta3 inh	PLCg1 inh	DAX1 inh-1	DAX1 inh-2	hcDAF12 agonist	MBD2 inh	ssDAF-12 act	hgDAF-12 ag	NR1D1 modulator	ADAM17 inh
O=C(N/N=C\c1ccc2c(c1)OCO2)c1ccc(Cn2cc(Br)c([N+](=O)[O-])n2)o1	-1	6	5	0.1	0.6	4.0	0	-1.6	-0.8	3	6
COc1ccc(S(=O)(=O)Nc2cccc3c2O[C@H](CN(C)Cc2ccccc2)[C@@H](C)CN([C@H](C)CO)C3=O)cc1	0	1	-1	0.6	-0.3	-0.9	0	-1.0	-1.9	-5	-2
CC(=O)Nc1ccc(S(=O)(=O)N[C@@H](C)C(=O)N(C)Cc2cccs2)cc1	-2	1	-2	0.3	-0.6	-1.3	1	-1.2	0.1	1	-1
Cc1ccc(Nc2nnns2)cc1	-2	1	3	0.0	-0.3	-1.7	2	-1.1	-0.4	1	-6
O=C(Nc1ccccc1)C1=C[C@H](c2csc3ccccc23)C[C@H](OCc2ccc(CO)cc2)O1	-1	-2	0	-0.3	-0.8	0.3	3	-0.6	-1.2	-1	1
COc1ccc(NC(=O)C23CCC(C2)C(C)(C)C3=O)cc1 (stereo not drawn)	4	0	0	-1.2	0.6	0.1	1	-0.7	1.3	-3	-2
O=C(O)c1ccc(N/N=C/c2ccc(OC(=O)c3cccc(Cl)c3)cc2)cc1	6	-5	1	-2.6	1.3	-0.5	-4	-1.4	4.5	-2	-1
COc1ccc(C(=O)Nc2ccc(S(=O)(=O)N3CCN(C)CC3)cc2)cc1	2	0	1	0.5	-0.2	-1.3	1	-0.7	-1.3	-4	4
Cc1nn(-c2ccccc2)c(C)c1-c1cc(C(=O)N/N=C/c2cccnc2)[nH]n1	-2	4	2	/	0.0	-1.1	1	-1.5	-0.1	-1	-1
Cc1cc2nc(-c3cccc(Br)c3)c(Cc3cccc(Cl)c3)n2c(C)c1Br	0	-12	-8	/	0.6	2.0	1	-0.6	-0.2	-10	1
CCCCCn1nc(C(=O)N(CC(C)C)c2c(N)n(CCCC)c(=O)[nH]c2=O)c2ccccc2c1=O	-2	-5	5	-0.3	1.6	-1.8	-1	-0.3	-1.7	0	-4
COC(=O)[C@]12C[C@H](CC(=O)NCc3cccs3)C(=O)N(CCc3ccc(OC)c(OC)c3)C1=C[C@H](C1CCCC1)O[C@@H]2C	-1	-3	0	/	-0.8	-3.5	-5	-1.3	-0.4	4	6
Cc1ccc(CNC(=O)C2CC(c3ccccc3C(F)(F)F)=NO2)o1 (stereo not drawn)	0	-2	-2	-0.3	-0.1	-1.4	1	-1.7	0.4	-3	-4
O=c1ncn(-c2cccc([N+](=O)[O-])c2)c2ccccc12	-4	-3	7	-1.9	-0.8	-0.9	1	-0.3	0.2	5	3
Nc1nonc1-n1nnc(C(=O)N/N=C/c2ccc(O)cc2)c1CN1CCCCCC1	-1	-2	-3	-0.3	0.7	-0.5	-2	-1.8	0.7	0	0
Cc1cc(OCc2cc(C(=O)N(C)CCCN3CCOCC3)no2)cc(C)c1Cl	-3	-4	1	-0.3	-0.1	-0.1	4	-0.7	3.2	-1	-4
COc1ccc2c(c1)[nH]c1c(=O)n(/N=C/c3ccc(OC)c(CN4CCCCC4)c3)cnc12	-1	-1	-2	0.2	-0.1	-0.3	7	-0.9	3.1	-2	-6
Cc1ccc(CC(=O)NCc2ccc3c(c2)OCO3)cc1	-3	1	2	-0.7	-0.3	0.1	3	-0.5	-3.2	-1	5
CC(=O)c1sc(-c2ccccc2)cc1NS(=O)(=O)c1ccccc1	-2	0	-4	/	0.3	-0.1	2	-1.5	0.2	0	-7
CCc1ccc(CNC(=O)CCC(=O)n2ncc3cc(C)ccc32)cc1	-1	1	0	-0.4	-0.8	-0.5	0	-0.8	2.3	4	-4
CC(=O)Nc1ccc(Oc2cnccn2)cc1	-2	2	0	-0.7	-0.2	-0.7	1	-1.3	-0.9	3	2
C=CCSc1nnc2c(n1)OC(c1c(C)[nH]n(-c3ccccc3)c1=O)Nc1ccccc1-2 (stereo not drawn)	1	5	7	1.5	0.3	5.1	-16	0.0	6.6	-5	2
CCOc1ccccc1N1C(=O)CC(N(O)c2ccccc2)C1=O (stereo not drawn)	-1	1	0	-0.3	-0.1	2.5	2	-0.6	3.9	-6	-1

Of the compounds above, these contain a nitro group on carbon:
SMILES	SMARCA2 act	PLC-beta3 inh	PLCg1 inh	DAX1 inh-1	DAX1 inh-2	hcDAF12 agonist	MBD2 inh	ssDAF-12 act	hgDAF-12 ag	NR1D1 modulator	ADAM17 inh
O=C(Cc1ccc(F)cc1)Nc1ccc(F)c([N+](=O)[O-])c1	-2	4	9.8*	-0.3	-0.5	-0.6	-2	-0.9	0.6	-2	5
CN(C(=O)c1ccc(N2CCCCC2)c([N+](=O)[O-])c1)C1CCS(=O)(=O)C1 (stereo not drawn)	-5	1	3	0.7	-1.7	-0.7	-3	-1.3	-0.1	4	-3
O=C(N/N=C\c1ccc2c(c1)OCO2)c1ccc(Cn2cc(Br)c([N+](=O)[O-])n2)o1	-1	6	5	0.1	0.6	4.0	0	-1.6	-0.8	3	6
O=c1ncn(-c2cccc([N+](=O)[O-])c2)c2ccccc12	-4	-3	7	-1.9	-0.8	-0.9	1	-0.3	0.2	5	3
